# High-throughput results deposited in PubChem BioAssay by several laboratories.
# Bim-Bcl-2 – disrupts Bim peptide binding to human Bcl-2; P10415; Bead-based flow cytometry, Bim peptide-Bcl-2 binding; inhibition, % at 10 µM; hit rate 0.06% among 190,000; AID 950; in the data active = inhibition above about 40%; inconclusive = no clear call, values can overlap the other calls;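 also: 0% = no compound wells with probe peptide and 100% = reference peptide inhibitor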
# Target sequence (P10415 whole entry, looked up): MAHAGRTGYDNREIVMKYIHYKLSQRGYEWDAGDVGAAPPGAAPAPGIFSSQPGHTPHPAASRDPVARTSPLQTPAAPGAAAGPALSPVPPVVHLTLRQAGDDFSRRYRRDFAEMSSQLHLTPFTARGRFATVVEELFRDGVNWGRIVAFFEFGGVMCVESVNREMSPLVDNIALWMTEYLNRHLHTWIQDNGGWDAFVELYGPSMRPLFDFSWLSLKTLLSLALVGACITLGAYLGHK
# Bcl-XL Bim block – human Bim-Bcl-XL interaction inhibition; Q07817; Bim peptide-Bcl-XL binding, bead flow cytometry, fluorescence; inhibition, % at 10 µM; hit rate 0.04% among 190,000
# Target sequence (Q07817 whole entry, looked up): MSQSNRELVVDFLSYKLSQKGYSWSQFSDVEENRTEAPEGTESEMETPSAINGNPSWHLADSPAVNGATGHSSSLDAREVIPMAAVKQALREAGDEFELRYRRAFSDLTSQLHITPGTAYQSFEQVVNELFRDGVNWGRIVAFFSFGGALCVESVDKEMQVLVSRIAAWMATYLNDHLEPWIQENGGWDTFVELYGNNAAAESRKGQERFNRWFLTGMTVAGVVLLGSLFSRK
# RGS7-Gao reg – human RGS7-Galphao interaction regulation | Multiplexed bead flow cytometry, RGS7-Galphao binding; actives lie on both sides | binding response (% of control), % at 10 µM | hit rate 0.35% among 220,000 | AID 1439; in the data active = binding response below about 49% or above about 150%; inconclusive = no clear call, values can overlap the other calls; inactive = in between;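 also: fluorescent Galphao held in activated GDP-AlF4 state binding bead-coupled RGS7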
# RGS8-Gao reg – human RGS8-Galphao interaction regulation. hit rate 0.34% among 220,000. multiplexed bead flow cytometry, RGS8-Galphao binding; actives lie on both sides. P09471. response (percent of control binding), % at 10 µM. AID 1423; in the data active = response below about 60% or above about 140%; inactive = in between;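 also: Galphao activated as the GDP aluminium fluoride complex binding bead-coupled RGS8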
# Bcl-W Bim block – inhibitors of Bim-Bcl-W interaction, human; Q92843; bead-based flow cytometry, Bim peptide-Bcl-W binding; inhibition, % at 10 µM; hit rate 0.02% among 190,000; AID 952;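 also: 0% = bound tracer without compound and 100% = peptide blocker; higher means less fluorescent Bim peptide bound to Bcl-W beads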
# Target sequence (Q92843 whole entry, looked up): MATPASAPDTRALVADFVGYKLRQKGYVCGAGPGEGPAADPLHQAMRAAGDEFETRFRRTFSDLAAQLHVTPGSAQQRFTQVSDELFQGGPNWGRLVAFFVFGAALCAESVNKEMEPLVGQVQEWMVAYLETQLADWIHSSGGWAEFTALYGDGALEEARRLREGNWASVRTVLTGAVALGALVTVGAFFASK
# Mcl1-Noxa inh – disrupts binding of human Mcl-1 to Noxa peptide | Q07820 | TR-FRET Mcl-1/Noxa peptide binding, 2 h | inhibition, % at 21.7 µM | hit rate 1.5% among 220,000 | AID 1022;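 active = compounds that cut the protein-peptide binding signal by more than 50% relative to plate controls in a single-dose test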;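 also: His-tagged Mcl-1 with rhodamine Noxa BH3 peptide and terbium anti-His antibody; 0% = Mcl-1 plus Noxa peptide wells and 100% = peptide-only wells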
# Target sequence (Q07820 whole entry, looked up): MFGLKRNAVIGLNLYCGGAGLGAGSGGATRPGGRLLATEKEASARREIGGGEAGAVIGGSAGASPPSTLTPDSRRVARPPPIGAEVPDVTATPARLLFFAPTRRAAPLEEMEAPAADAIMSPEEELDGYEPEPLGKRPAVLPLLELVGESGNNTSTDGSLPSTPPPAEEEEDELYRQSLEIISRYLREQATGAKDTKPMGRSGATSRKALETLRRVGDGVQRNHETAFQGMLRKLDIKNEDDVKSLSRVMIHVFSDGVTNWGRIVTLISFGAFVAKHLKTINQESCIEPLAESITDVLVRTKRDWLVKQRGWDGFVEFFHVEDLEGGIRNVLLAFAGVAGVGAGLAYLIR
# Bim-Mcl-1 – human Bim-Mcl-1 interaction inhibition. Bead-based flow cytometry, Bim peptide-Mcl-1 binding. Q07820. hit rate 0.1% among 190,000. inhibition, % at 10 µM. AID 1009;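 also: 0% = no compound tracer wells and 100% = peptide blocker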
# Mcl1 Bid PPI – disrupts binding of human Mcl-1 to Bid peptide; AID 1021; hit rate 0.97% among 220,000; inhibition, % at 21.7 µM; TR-FRET Mcl-1/Bid-Dy647 peptide binding, 1536-well;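 active = compounds that cut the binding signal by more than half at the single screening dose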;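 also: His-tagged Mcl-1 with europium anti-His antibody binding Bid BH3 peptide; 0% = Mcl-1 plus peptide wells and 100% = peptide-only wells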
# Bim-Bcl-B – disrupts Bim peptide binding to human Bcl-B. bead-based flow cytometry. inhibition, % at 10 µM. hit rate 0.073% among 190,000. AID 951;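 also: 0% = tracer peptide without compound and 100% = reference inhibitor peptide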
# RGS4-Gao reg – modulates binding of RGS4 to human Galphao; Multiplexed bead flow cytometry; actives lie on both sides; binding response (% of control), % at 10 µM; hit rate 0.33% among 220,000; AID 1415; in the data active = binding response below about 49% or above about 150%; inactive = in between;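 also: fluorescent Galphao activated with aluminum fluoride binding bead-coupled RGS4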
# Bfl-1 Bim block – inhibitors of Bim-Bfl-1 interaction, human; Bead-based flow cytometry, Bim-Bfl-1 binding inhibition; inhibition, % at 10 µM; hit rate 0.12% among 190,000;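 also: 0% = wells without compound plus tracer and 100% = blocker peptide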
# Starred values were filed as active, the others as inactive; ? = inconclusive; . = no result given. Rule as the data show it, unless noted: active = inhibition above about 40%. The order is random. Share with any hit: about 2.7%.
SMILES,Bim-Bcl-2,Bcl-XL Bim block,RGS7-Gao reg,RGS8-Gao reg,Bcl-W Bim block,Mcl1-Noxa inh,Bim-Mcl-1,Mcl1 Bid PPI,Bim-Bcl-B,RGS4-Gao reg,Bfl-1 Bim block
Cc1ccc(C(=O)CC(C(=O)O)n2ccc(C)n2)cc1 (centres undefined),-1,0,96,94,-2,0,-3,2,-2,93,0
CCC(C)NC(=O)CNC(=O)Cn1c(C)cc2ccccc2c1=O (centres undefined),-2,3,102,102,2,4,22,-3,-3,103,-10
Cc1cc(C)nc(NS(=O)(=O)c2ccc(NC(=S)NC(=O)c3ccco3)cc2)n1,2,-3,100,95,-1,7,0,-22,2,91,1
O=C1N=C(N2CCOCC2)S/C1=C/c1ccc(-c2ccccc2Cl)o1,1,0,100,97,0,0,-4,-8,-1,95,2
O=C(CCCN1C(=O)c2ccccc2C1=O)Nc1nccs1,-18,-11,96,96,1,5,-135,-18,-37,91,-10
CCOC(=O)CSc1nnc(CNC(=O)c2cccs2)n1-c1cc(OC)ccc1OC,-11,-9,106,102,-1,13,-4,0,-8,108,-14
CC1(C)CC(=O)N(Cc2ccccc2)C(=O)C1,-2,0,100,101,0,8,0,-12,-4,103,0
O=C(CC1C(=O)NCCN1Cc1cccc(Oc2ccccc2)c1)NCCn1cccn1 (centres undefined),0,0,102,101,0,16,-7,-11,3,104,2
CC1=CC(C)(C)NC(=S)N1c1cccc2ccccc12,-15,-5,106,105,0,5,-3,-26,-8,107,-2
O=C(CCC(=O)NNC(=O)c1ccccc1[N+](=O)[O-])NCc1ccccc1,-1,-3,96,98,-4,5,-2,-12,-5,97,-4
Fc1ccc(NC(=S)Nc2cccc3cnccc23)cc1,0,-2,101,100,-2,-17,-3,-2,-6,100,-5
CCOC(=O)C1CCCN(Cc2ccc(OCC)cc2)C1 (centres undefined),-6,-5,112,107,0,16,0,39,-2,108,-10
O=C(CCCn1cc([N+](=O)[O-])cn1)Nc1cccnc1,.,.,?,98,.,-16,.,-20,.,99,.
COc1ccccc1-c1nc(C#N)c(N2CCCCCC2)o1,-2,3,97,102,3,23,1,8,2,98,0
CC(=O)Nc1ccc(NC(=O)CCCc2c[nH]c3ccccc23)cc1,-1,0,96,102,-3,3,0,-51,-1,99,-5
CCC(C)N(C(=O)Cn1nnc2ccccc21)C(C(=O)NCc1ccco1)c1cccc(OC)c1 (centres undefined),-12,-4,101,102,1,15,0,8,-7,101,-13
O=C(CNCCc1ccc(Cl)cc1Cl)NCc1ccco1,-6,1,102,102,-2,0,-5,-19,-3,103,-6
COc1ccccc1CNc1nc2nc3c(c(=O)n2[nH]1)CCC3,0,-1,103,101,0,3,-1,-39,0,100,-2
O=C(c1ccco1)c1nnn(Cc2ccccc2)c1-c1ccccc1,-10,0,97,98,-2,15,-5,-11,-15,99,-17
Cc1occc1-c1nnc(SCC(=O)NCc2ccco2)n1CC(C)C,-1,-3,99,102,-1,18,0,-22,0,97,-1
Cc1ccc(C(=O)NNC(=O)CSc2nnc(CNc3ccc(F)cc3)n2C)cc1,-4,-1,100,104,0,-7,0,-44,-3,103,0
COc1cc(C(=S)N2CCOCC2)ccc1OC(=O)Cc1ccc(F)cc1,-1,-4,109,102,-2,-2,-2,-83,-3,102,0
Cc1ccc(S(=O)(=O)/N=C2/NC(=O)/C(=C/c3ccncc3)S2)cc1,0,-5,95,100,-1,21,-3,-8,-4,97,-5
CC(=O)c1cc(CN2CCN(C3CCCCC3)C(CCO)C2)cs1 (centres undefined),1,2,100,97,0,20,-1,9,1,97,3
CCO[C@H]1OC(C(=O)N2CCN(C)CC2)=C[C@@H](c2ccc3c(c2)OCO3)[C@@H]1CCCO,-5,-1,100,103,-1,-1,7,-16,-8,101,-1
CC(C)COC(=O)c1ccc(N2C(=O)c3ccccc3C2=O)cc1,-7,0,103,102,-3,-11,-2,-3,-2,104,-3
Cc1ccc(Oc2ccc(Cl)cc2NC(=O)c2cnccn2)cc1,-1,-2,99,103,0,-3,0,-2,1,99,-1
CCc1ccccc1NC(=O)c1nnn(CC(=O)Nc2cccc(C)c2)c1N,-1,0,105,97,-2,12,0,3,0,99,3
C(=N\Nc1nc(N2CCCCC2)nc(N2CCCCC2)n1)/c1c[nH]c2ccccc12,-2,-1,115,114,0,9,0,-53,0,107,-10
Cc1noc(C)c1C(=O)N1CCN(S(=O)(=O)c2cccc(Cl)c2Cl)CC1,.,.,?,100,.,-30,.,-30,.,108,.
CCN1CCN(CCC(=O)Nc2ccccc2OC)CC1,0,0,106,101,-1,-4,-1,-42,0,101,-1
O=C(NNC(=O)C12CC3CC(CC(C3)C1)C2)[C@@H]1C[C@H]1c1ccccc1,-1,-1,102,101,-1,-3,-2,-18,-3,100,-3
CC12CCC(C(=O)N3CCOCC3)([C@H](Br)C1=O)C2(C)C (some centres undefined),.,.,?,99,.,-2,.,-12,.,100,.
CCCC(C)NC(=O)c1ccc(OCc2ccc(Cl)cc2)c(OC)c1 (centres undefined),-10,-5,99,104,0,22,-3,-18,-7,103,-17
Clc1ncnc2scc(-c3ccccc3)c12,-10,-5,105,108,-4,5,-3,-23,-7,106,-5
CCOC(=O)c1nnn(-c2nonc2-n2cccc2)c1CCl,-2,-4,94,99,1,-7,3,-11,-4,97,-6
CC1(C)CC(=O)C2=C(C1)OC(N)=C(C#N)C2c1ccc(OC(=O)N2CCOCC2)cc1 (centres undefined),-2,-3,98,98,-2,2,2,-24,-5,101,-13
CCCc1cc(=O)oc2cc3oc(C)c(C)c3cc12,-5,-3,100,101,-4,-3,-5,-29,-9,99,-28
CC1=C(C)CC(C(=O)NCC(=O)c2ccccc2)C(C(=O)O)C1 (centres undefined),0,2,98,96,0,15,2,4,3,96,0
C=CCOc1c(CNc2cccc(C(=O)O)c2)cccc1OC,-8,-1,99,103,1,4,-1,-58,-5,100,-9
CC(=O)OCC(=O)Nc1ccc([N+](=O)[O-])cc1Cl,-7,-3,106,103,-2,12,-5,14,-9,102,-6
O=C(c1ccc2c3c(cccc13)CC2)N1CCOCC1,1,0,101,100,2,15,-1,-13,0,99,3
O=C(Cn1cnc2c(nnn2Cc2ccccc2F)c1=O)NCC1CCCO1 (centres undefined),8,-6,94,81,-4,20,-1,9,0,92,1
Cc1cccc(-c2nc(CS(=O)CC(=O)N3CCc4ccccc4C3)c(C)o2)c1 (centres undefined),-7,-8,106,107,-3,30,-3,3,-8,107,-10
C=CCN(C)CCCNC(=O)/C=N/O,-6,-6,105,101,-5,8,-2,-28,-5,104,-6
CCCc1nnc(NS(=O)(=O)c2ccc(OC)cc2)s1,4,0,103,95,1,3,0,4,-1,101,8
NC(=O)CSc1nnc(CNc2cccc(Cl)c2)n1CCc1ccccc1,-5,-7,101,102,2,18,0,-49,-9,104,-9
CCN1CCN(c2cc(=O)n(C3CCCCC3)c(=O)[nH]2)CC1,-12,-4,90,96,1,8,-4,-39,-3,95,-11
CCCC(C(=O)NC1CCCC1)N(C(=O)Cn1nnc(-c2ccc(C)o2)n1)c1ccccc1OC (centres undefined),-4,-1,98,100,0,-7,2,-16,-7,98,-5
CCOC(=O)C(NC(=O)Nc1cccc(C)n1)(OCC(F)(F)F)C(F)(F)F (centres undefined),-3,-5,108,105,5,4,0,-10,-6,105,-10
# Following part.
SMILES,Bim-Bcl-2,Bcl-XL Bim block,RGS7-Gao reg,RGS8-Gao reg,Bcl-W Bim block,Mcl1-Noxa inh,Bim-Mcl-1,Mcl1 Bid PPI,Bim-Bcl-B,RGS4-Gao reg,Bfl-1 Bim block
COC(=O)c1ccc(C(=O)OC)c(NC(=S)N2CCCC(CO)C2)c1 (centres undefined),-3,-2,102,100,-3,5,-3,-24,-6,99,-6
CN(C)S(=O)(=O)c1ccc(C(=O)OCC(=O)NCc2ccco2)cc1,-6,-5,?,98,-2,10,-1,-23,-8,96,-4
CSCCC(NC(=O)c1ccc(Cl)cc1)C(=O)OCC(=O)Nc1cc(Cl)ccc1C#N (centres undefined),-2,-3,107,108,-1,-18,-2,-46,-1,107,0
Fc1ccc(C2=CC(c3ccc(Br)o3)n3ncnc3N2)cc1 (centres undefined),-1,-4,99,100,-2,23,-4,17,-7,100,1
Cc1csc(NC(=O)c2nc(-c3ccccc3)n(-c3ccccc3)n2)n1,2,-3,103,100,0,6,0,-23,3,105,0
Cc1nnc(NC(=O)c2ccccc2-c2ccccc2C(=O)O)s1,.,.,?,83,.,12,.,-39,.,59,.
CCOc1cccc(C(=O)Nc2cnn(Cc3ccccc3)c2)c1,3,5,102,103,5,-7,5,1,3,99,-1
CC[C@@H]1CC=C[C@H]2[C@H]1C(=O)N(Cc1ccccc1)[C@H]2c1ccc(C(F)(F)F)cc1,.,.,?,102,.,-5,.,-22,.,103,.
CCCN(CCC)CCSc1nc(O)c(C(C)C)c(=O)[nH]1,-4,-4,119,104,5,5,-1,-47,-4,108,-6
OCC1OC(n2cnc3ccccc32)CC1O (centres undefined),.,.,?,97,.,3,.,16,.,92,.
Cc1ccc(S(=O)(=O)Nc2ccc(C(=O)Nc3ccncc3)cc2)cc1,-2,-2,88,113,-2,22,0,13,-7,90,0
Cc1ccc(C)c(NC(=O)CN(C)C(=O)Cc2ccccc2)c1,-5,-10,96,95,-3,10,-6,-9,-9,99,-7
O=C(Nc1cccc(C(F)(F)F)c1)c1ccc(-n2cncn2)nc1,-4,-5,100,101,0,13,0,-29,-4,100,-5
COc1ccc(C(=O)NCC(=O)NCC2(N(C)C)CCCCC2)cc1OC,-13,0,109,95,-2,-4,-4,-3,-9,100,-16
CCCOc1ccc(N2C(=O)CC(NCCc3ccc(S(N)(=O)=O)cc3)C2=O)cc1 (centres undefined),-5,1,96,98,0,7,0,-24,0,89,-2
Cc1ccccc1NC(=S)NCC1CCC(CNC(=S)Nc2ccccc2C)CC1 (centres undefined),.,.,?,99,.,7,.,10,.,96,.
COc1ccc(NC(=O)c2ccc(COc3ccc(C)cc3)o2)cc1,4,1,97,85,1,10,1,1,2,101,1
COc1ccc(S(=O)(=O)N2CCCN(CC(=O)Nc3ccc(OC)c(Cl)c3)CC2)cc1,1,-1,98,99,-1,9,-1,-8,-2,98,1
Cc1cc(C)cc(NC(=S)Nc2cccc3cnccc23)c1,-2,-8,100,100,-4,6,-5,-48,-18,99,-2
CCc1ccc(-c2nnn(CCC(=O)OC)n2)cc1,-1,-5,101,97,-2,-55,-3,-11,-4,99,-2
O=C1NC(c2ccc(Cl)cc2)=COc2ccccc21,-2,1,?,102,2,6,0,-5,0,100,-4

# Profiles, looked up by structure.
# COc1ccc(S(=O)(=O)N2CCCN(CC(=O)Nc3ccc(OC)c(Cl)c3)CC2)cc1 across the screens: Bim-Bcl-2: 1; Bcl-XL Bim block: -1; RGS7-Gao reg: 98; RGS8-Gao reg: 99; Bcl-W Bim block: -1; Mcl1-Noxa inh: 9; Bim-Mcl-1: -1; Mcl1 Bid PPI: -8; Bim-Bcl-B: -2; RGS4-Gao reg: 98; Bfl-1 Bim block: 1
# Cc1cc(C)cc(NC(=S)Nc2cccc3cnccc23)c1 across the screens: Bim-Bcl-2: -2; Bcl-XL Bim block: -8; RGS7-Gao reg: 100; RGS8-Gao reg: 100; Bcl-W Bim block: -4; Mcl1-Noxa inh: 6; Bim-Mcl-1: -5; Mcl1 Bid PPI: -48; Bim-Bcl-B: -18; RGS4-Gao reg: 99; Bfl-1 Bim block: -2
